Source: PubChem (National Center for Advancing Translational Sciences (NCATS))
3T3 cytotox: NIH 3T3 cell cytotoxicity; NIH 3T3 viability, CellTiter-Glo ATP luminescence, 48-72 h; Potency, µM (highest dose often 96.7 µM), without a hit: at the highest dose activity change, negative = cytotoxicity, actives largely listed as inhibitors; 4.3% of 94,000 active; AID 1345082; also: potency is read from the fitted curve at half-maximal effect; nearly all actives have a fitted effect of over 55% in size
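Luminescent ATP readout (CellTiter-Glo, 10 min RT) after 48 or 72 hr compound exposure of NIH 3T3 cells seeded at 400 cells/well in 1536-well format; quantitative HTS.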
SNCA viab count: reduces viability of HEK-293 SNCA reporter cells; HEK-293-SNCA-luc viability, GF-AFC fluorescence, 24 h; Potency, µM (doses to about 57.1 µM), for inactives: at the top dose activity change, negative = cytotoxicity, actives largely listed as cytotoxic; 0.12% of 150,000 active; AID 1671193;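 also: potency is read from the fitted curve at half-maximal effect; 0% = DMSO-treated cells and -100% = medium-only wells without cells; nearly all actives have a fitted effect of over 30% in size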
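Cytotoxicity counterscreen: after 24 h compound treatment of genome-edited SNCA-luciferase HEK-293 cells, live-cell protease substrate GF-AFC read by fluorescence after 30 min; activity scaled between DMSO (0%) and medium-only (-100%), curves Hill-fitted.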
FLuc inh: inhibitors of firefly (Photinus pyralis) luciferase | purified P. pyralis luciferase, luminescence, biochemical | P08659 | Potency, µM (series often up to 115 µM), for inactives: top-dose activity change, negative = inhibition, actives largely listed as inhibitors | AID 1347043 | 2.5% of 76,000 active; also: potency is read from the fitted curve at half-maximal effect; nearly all actives have a fitted effect of over 65% in size
Target sequence (P08659 whole entry, looked up): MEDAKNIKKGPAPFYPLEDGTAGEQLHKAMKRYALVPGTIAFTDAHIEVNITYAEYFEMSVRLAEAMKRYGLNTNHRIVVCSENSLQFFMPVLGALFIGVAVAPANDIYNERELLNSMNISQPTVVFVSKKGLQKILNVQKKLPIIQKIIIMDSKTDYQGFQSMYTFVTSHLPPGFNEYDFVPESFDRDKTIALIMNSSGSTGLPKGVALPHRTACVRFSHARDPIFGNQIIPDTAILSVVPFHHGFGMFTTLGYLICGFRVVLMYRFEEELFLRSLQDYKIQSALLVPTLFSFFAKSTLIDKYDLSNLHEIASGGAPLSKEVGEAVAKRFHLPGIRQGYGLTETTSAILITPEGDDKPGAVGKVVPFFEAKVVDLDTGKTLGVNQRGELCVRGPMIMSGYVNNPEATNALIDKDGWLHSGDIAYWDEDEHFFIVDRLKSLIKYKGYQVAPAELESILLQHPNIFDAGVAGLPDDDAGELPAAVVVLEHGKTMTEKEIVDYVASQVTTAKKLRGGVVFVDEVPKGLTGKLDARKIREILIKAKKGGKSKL
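FLuc 10nM, D-luciferin 10uM, ATP 10uM, Mg acetate 10mM, Tris acetate pH 7.5, Tween/BSA; cpd qHTS; enzyme added last; CCD luminescence.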
HEK cytotox: HEK 293 cell cytotoxicity; HEK 293 viability, ATP luminescence (CellTiter-Glo), 48-72 h; Potency, µM (doses to about 115 µM), for the others: at the top dose activity change, negative = cytotoxicity, most hits filed as inhibitors; 6.6% of 94,000 active; AID 1345083; also: potency is read from the fitted curve at half-maximal effect; nearly all actives have a fitted effect of over 60% in size
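qHTS cytotoxicity; HEK 293, 250 cells/well; compound pinned; 48 or 72 hr, 37 degree Celsius, 5% CO2, 95% humidity; CellTiter-Glo, 10 min RT; luminescence (ATP).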
GPT2 inh: inhibitors of human GPT2 alanine aminotransferase; Q8TD30; Recombinant GPT2, coupled pyruvate oxidase/HRP Amplex Red fluorescence; Potency, µM (doses to about 57.7 µM), without a hit: top-dose activity change, negative = inhibition, usual class: inhibitors; 0.25% of 100,000 active; AID 1671188; also: potency is read from the fitted curve at half-maximal effect; nearly all actives have a fitted effect of over 60% in size; many of its hits are not listed in these tables
Target sequence (Q8TD30 whole entry, looked up): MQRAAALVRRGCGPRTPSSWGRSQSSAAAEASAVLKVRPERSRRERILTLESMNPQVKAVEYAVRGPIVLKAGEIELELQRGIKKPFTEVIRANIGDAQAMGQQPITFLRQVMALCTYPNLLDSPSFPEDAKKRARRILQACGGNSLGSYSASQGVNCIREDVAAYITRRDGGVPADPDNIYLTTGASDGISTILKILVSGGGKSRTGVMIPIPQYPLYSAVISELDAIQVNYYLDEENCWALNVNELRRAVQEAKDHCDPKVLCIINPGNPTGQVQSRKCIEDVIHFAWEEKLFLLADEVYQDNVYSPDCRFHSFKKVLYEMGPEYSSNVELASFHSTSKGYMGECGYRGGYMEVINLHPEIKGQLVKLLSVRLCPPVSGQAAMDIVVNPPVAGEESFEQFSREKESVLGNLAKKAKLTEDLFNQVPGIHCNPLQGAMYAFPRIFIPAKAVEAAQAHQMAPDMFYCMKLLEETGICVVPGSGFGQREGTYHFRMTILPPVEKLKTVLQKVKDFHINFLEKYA
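Recombinant GPT2 (10ng/uL) with 250uM a-KG and 2mM L-alanine, 30 min at room temperature, in HEPES pH 7.5 buffer. Pyruvate detected by pyruvate oxidase/HRP/Amplex Red fluorescence after 30 min in the dark; AOA (50uM) as positive control.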
SNCA expr inhib: reduces expression of the alpha-synuclein gene. HEK-293 SNCA-luciferase knock-in, luminescence, 24 h. Potency, µM (series often up to 57.2 µM), for the others: at the highest dose activity change, negative = inhibition, actives largely listed as inhibitors. 0.17% of 140,000 active;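 also: potency is read from the fitted curve at half-maximal effect; plate controls were DMSO cells for no effect and cell-free wells for full effect; nearly all actives have a fitted effect of over 45% in size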
IP6K1 inh: IP6K1 kinase inhibition | IP6K1 kinase, ADP-Glo luminescence, 2 h; stronger effect = lower value | activity change, % (series mostly up to about 58 µM) | 0.81% of 140,000 active | AID 1645851; in the data active = activity change below about -25%
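ADP-Glo luminescence measures ADP made by human IP6K1 during a 2 h RT reaction with ATP/IP6 (mix at 1.3 mM/130 uM); top library doses 57.5 and 19.1 uM final.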
Numbers without * were called inactive; i = inactive; ? = inconclusive; · = not tested or not shown; [ ] = dose if it differs, or a comment. Unless noted, calls follow the shape of the dose curve; as a rule, active = well fitted curve in the direction sought with a large enough effect; inconclusive = small, poorly fitted or top-dose-only effect, or another doubt; inactive = no such curve, though single readings can be large; an effect the other way counts as inactive or inconclusive. Unless noted, % is scaled to controls: 0 for no effect and ±100 for the full control effect.

[1] O=C(c1cccnc1)N1CCCC2(CNc3ncccc3[S+](=O)([O-])N2)C1 (configuration not stated)
[2] COc1cc(CN(C(=O)c2cc3ccccc3oc2=O)C2CCS(=O)(=O)C2)cc(OC)c1OC (configuration not stated)
[3] CCn1cc2nc(SCc3cccc(C(F)(F)F)c3)n(Cc3ccc(OC)cc3)c(=O)c2n1
[4] CN(C)CCNC(=O)Cn1c(=O)c2cccn2c2ccc(F)cc21
[5] O=C(O)Cn1ccc2cc(OCc3cccc(-c4ccncc4)c3)cnc21

Compound | 1 | 2 | 3 | 4 | 5
3T3 cytotox | ? | · | · | · | ?
SNCA viab count | · | -3% | -23% | 3% | -3%[87.6 µM]
FLuc inh | · | · | · | · | -10%[172 µM]
HEK cytotox | -6% | · | · | · | 3%[172 µM]
GPT2 inh | · | · | · | · | 4%[88.5 µM]
SNCA expr inhib | · | 28% | ? | 12% | -12%[87.6 µM]
IP6K1 inh | 1 | -1 | -2 | 37 | -4

[6] COc1ccc(C(=O)Nc2cccc(-c3nnc4n3CCCC4)c2)cc1OC
[7] C=CCSC(C)C(=O)N1CCCn2nc(C(=O)OC)cc2C1 (configuration not stated)
[8] COCc1nc(C2CCN(C(=O)C3CCOCC3)C2)no1 (configuration not stated)
[9] COCCC1(NC(=O)CCc2ccc(OC)cc2)CCN(C2CCOCC2)CC1
[10] CCOc1ccc(NS(=O)(=O)c2ccc3c(c2)NC(=O)CCS3)cc1

Compound | 6 | 7 | 8 | 9 | 10
3T3 cytotox | i | -14% | i | -15% | ·
SNCA viab count | -1% | -2% | -11% | 4% | -4%
FLuc inh | -12% | 6% | -1% | 0% | ·
HEK cytotox | ? | -13% | -6% | -28% | ·
GPT2 inh | i | -2% | 0% | i | ·
SNCA expr inhib | 53%[activator] | -26% | -1% | -19% | 7%
IP6K1 inh | 6 | 24 | 3 | 10 | -11

[11] COC[C@@H]1CN(C(=O)c2ccc3ccccc3n2)C[C@H]1c1ccncc1
[12] Cc1ccccc1-c1noc(CNCc2nc3ccc(Cl)cc3[nH]2)n1
[13] CC(C)NC(=O)O[C@@H]1CC[C@]2(C)C(CC[C@@H](O)[C@H]2CC(=O)NCc2ccccc2)[C@]1(C)CO (some centres not stated)
[14] CS(=O)(=O)Nc1ccc(C2(C(=O)NCc3ccccc3Cl)CCCCC2)cc1
[15] CN1Cc2cccn2CC1CNC(=O)c1cccc(F)c1 (configuration not stated)

Compound | 11 | 12 | 13 | 14 | 15
3T3 cytotox | -25% | ? | -4% | 35µM* | ?
SNCA viab count | 1% | 1% | -2% | ? | 3%
FLuc inh | -12% | -23% | 10% | -3% | 6%
HEK cytotox | i | 79µM* | i | ? | ?
GPT2 inh | i | -9% | ? | i | i
SNCA expr inhib | 1% | 37%[activator] | 19% | -14% | -17%
IP6K1 inh | -10 | 3 | 3 | 23 | 16

[16] O=C1CCN(C(=O)Nc2ccccc2F)CCCC(c2nc(-c3cccnc3)no2)CCN1 (configuration not stated)
[17] O=C([C@@H]1C[C@H](F)CN1S(=O)(=O)Cc1cccc(Cl)c1)N1CCc2ccccc2C1
[18] Cc1ccc(S(=O)(=O)Nc2ccc(C)n(CC(=O)NC(C)c3ccccc3)c2=O)cc1 (configuration not stated)
[19] O=C(NC1CCN(c2cc(C(F)(F)F)ncn2)CC1)c1ccco1
[20] COc1ccc(C(c2c(O)cc(C)n(Cc3ccco3)c2=O)N2CCN(c3ccccc3)CC2)cc1 (configuration not stated)

Compound | 16 | 17 | 18 | 19 | 20
3T3 cytotox | -1% | ? | i | -4% | ·
SNCA viab count | 0% | -30% | -7% | 7% | -14%
FLuc inh | -4% | -5% | 11% | 7% | ·
HEK cytotox | 2% | ? | 8% | 6% | ·
GPT2 inh | 0% | i | i | i | ·
SNCA expr inhib | -4% | -30% | 0% | -18% | -8%
IP6K1 inh | 18 | 6 | -2 | -10 | 4

[21] Cc1ccc(C)c(-n2nc(-c3c(C)nc4scc(CC(=O)NCc5ccco5)n4c3=O)cc2C)c1
[22] O=C(CCC(F)(F)F)NC1CC(=O)N(CCCc2ccccc2)C1 (configuration not stated)
[23] CC(=O)N1CCC(NC[C@@H]2C=C(C)[C@H](Cc3nc4ccncc4[nH]3)C[C@H]2C(C)C)CC1
[24] Nc1ncnc2c1nc(Sc1ccc(Cl)cc1)n2[C@H]1OC2COP(=O)(O)O[C@@H]2C1O (some centres not stated)
[25] CCOc1ccc(CC(=O)NC2CCN(c3cc(-c4ccc(Cl)cc4)[nH]n3)CC2)cc1OCC

Compound | 21 | 22 | 23 | 24 | 25
3T3 cytotox | ? | -19% | i | · | -21%
SNCA viab count | 8.9µM* | 7% | 1%[87.6 µM] | 6% | -5%
FLuc inh | 0% | -10% | -2%[172 µM] | · | 3%
HEK cytotox | 35µM* | -18% | 0%[172 µM] | · | ?
GPT2 inh | i | -9% | -5%[88.5 µM] | -5% | i
SNCA expr inhib | ? | -10% | 1%[87.6 µM] | 5% | -21%
IP6K1 inh | -4 | -9 | -4 | · | 17

Given with values under each structure: eight of the compounds above.
Value order: 3T3 cytotox	SNCA viab count	FLuc inh	HEK cytotox	GPT2 inh	SNCA expr inhib	IP6K1 inh
[1] O=C(c1cccnc1)N1CCCC2(CNc3ncccc3[S+](=O)([O-])N2)C1 (configuration not stated)
 : ?	·	·	-6%	·	·	1
[2] COc1cc(CN(C(=O)c2cc3ccccc3oc2=O)C2CCS(=O)(=O)C2)cc(OC)c1OC (configuration not stated)
 : ·	-3%	·	·	·	28%	-1
[3] CCn1cc2nc(SCc3cccc(C(F)(F)F)c3)n(Cc3ccc(OC)cc3)c(=O)c2n1
 : ·	-23%	·	·	·	?	-2
[4] CN(C)CCNC(=O)Cn1c(=O)c2cccn2c2ccc(F)cc21
 : ·	3%	·	·	·	12%	37
[5] O=C(O)Cn1ccc2cc(OCc3cccc(-c4ccncc4)c3)cnc21
 : ?	-3%[87.6 µM]	-10%[172 µM]	3%[172 µM]	4%[88.5 µM]	-12%[87.6 µM]	-4
[6] COc1ccc(C(=O)Nc2cccc(-c3nnc4n3CCCC4)c2)cc1OC
 : i	-1%	-12%	?	i	53%[activator]	6
[7] C=CCSC(C)C(=O)N1CCCn2nc(C(=O)OC)cc2C1 (configuration not stated)
 : -14%	-2%	6%	-13%	-2%	-26%	24
[8] COCc1nc(C2CCN(C(=O)C3CCOCC3)C2)no1 (configuration not stated)
 : i	-11%	-1%	-6%	0%	-1%	3

(cont.)
[26] O=C(NC[C@H]1OC[C@@H](NCc2ccccc2O)[C@@H]1O)c1cccs1
[27] COC(=O)c1cc(NC(=O)[C@H](CCS(C)(=O)=O)N2Cc3ccccc3C2=O)cc(C(=O)OC)c1
[28] COCCn1cnc2ccc(Nc3ccc(C(F)(F)F)cc3)nc2c1=O
[29] COc1ccc(OC)c2nc(-c3cccc(Cl)c3)c(CN3CCCC(O)C3)cc12 (configuration not stated)
[30] CC1(C(=O)NCCCn2ccnc2)COCc2cnc(Nc3ccccc3)nc21 (configuration not stated)

Compound | 26 | 27 | 28 | 29 | 30
3T3 cytotox | -15%[174 µM] | · | ? | ? | ?
SNCA viab count | 3%[87.6 µM] | -8% | 5%[87.6 µM] | -6% | -7%[87.6 µM]
FLuc inh | -4%[172 µM] | · | -8%[172 µM] | 4% | 1%[172 µM]
HEK cytotox | -20%[172 µM] | · | ? | ? | i
GPT2 inh | -24%[88.5 µM] | · | -8%[88.5 µM] | i | ?
SNCA expr inhib | -16%[87.6 µM] | 3% | 5%[87.6 µM] | -18% | -5%[87.6 µM]
IP6K1 inh | -2 | -7 | -11 | 12 | 8

[31] COc1ccccc1C(=O)N1CCc2cn(C)c3cccc(c23)C1
[32] O=C(NCc1ccc(Cl)cc1)c1ccc2c(c1)nnn2C1CCCC1
[33] COc1cccc(CCc2ccccc2C(=O)N2CC[C@](C)(O)[C@H](C)C2)c1
[34] CCC(=O)N1CCc2cc(Br)cc(S(=O)(=O)N3CCCC(C(=O)Nc4cccc(C)c4C)C3)c21 (configuration not stated)
[35] COc1ccc(Nc2nc3c(S(=O)(=O)c4ccc(C)cc4)nnn3c3ccsc23)cc1Cl

Compound | 31 | 32 | 33 | 34 | 35
3T3 cytotox | -7% | · | -26% | · | ·
SNCA viab count | 11% | -11% | 7% | 6% | -8%
FLuc inh | 11% | · | -3% | · | ·
HEK cytotox | ? | · | -34% | · | ·
GPT2 inh | ? | · | -4% | · | ·
SNCA expr inhib | -16% | -11% | 1% | 12% | 22%
IP6K1 inh | 20 | 19 | 16 | -4 | -7

[36] COCCC1(NC(=O)C2CCOCC2)CCN(C(=O)c2cccnc2C)CC1
[37] O=C(Cc1ccccc1O)NCc1cccnc1Oc1ccc(F)cc1F
[38] O=c1ncn(Cc2ccccc2)c2ccc(-c3ccsc3)nc12
[39] COc1ccc(-c2nc(-c3nnn4c3COC(c3ccc(C)cc3)C4)no2)cn1 (configuration not stated)
[40] COc1ccccc1Nc1ccnc(N2CCC(C(=O)NCCc3ccc(Cl)cc3)CC2)n1

Compound | 36 | 37 | 38 | 39 | 40
3T3 cytotox | -11% | -29% | ? | i | ?
SNCA viab count | 3% | -6% | 2%[87.6 µM] | 4% | -3%
FLuc inh | -1% | 6% | -1%[172 µM] | 3% | ·
HEK cytotox | -4% | ? | i | 9% | ?
GPT2 inh | 4% | i | 4%[88.5 µM] | i | i
SNCA expr inhib | 3% | 32%[activator] | 6%[87.6 µM] | -17% | -8%
IP6K1 inh | 8 | -2 | 2 | 5 | 8

[41] O=C(Cn1ccn2nc3c(c2c1=O)CCCC3)Nc1ccc(C(F)(F)F)cc1
[42] O=C(NC[C@H]1O[C@@H](CO)[C@@H](O)[C@H]1N1CCN(c2cccc(C(F)(F)F)c2)CC1)c1ccc(C(F)(F)F)cc1
[43] CC(=O)OC1C(O)/C(C)=C\C2C(OC(=O)c3ccccc3)C(C)CC2(OC(C)=O)C(OC(C)=O)C(C)/C=C/C(C)(C)C1OC(C)=O (configuration not stated)
[44] CNC(=O)CC1COCCN1C(=O)CCCc1nc(-c2cccc(C)c2)no1 (configuration not stated)
[45] CCOc1cc(=O)n2c(c1C(=O)Nc1cc(F)cc(F)c1)CCCC2

Compound | 41 | 42 | 43 | 44 | 45
3T3 cytotox | -17% | ? | · | -22% | -29%
SNCA viab count | 3% | -22% | 6%[23.9 µM] | 6% | -5%
FLuc inh | -4% | -3% | · | 4% | -8%
HEK cytotox | ? | ? | · | -6% | ?
GPT2 inh | 5% | -13% | 2%[17.1 µM] | -2% | i
SNCA expr inhib | -29% | ? | · | 22% | -19%
IP6K1 inh | 1 | -6 | 0 | 13 | -7

Not all compounds are listed, so the mix of outcomes need not match the whole.
